TEAD-YAP inh: TEAD-YAP interaction inhibition | HEK-TIYL cells, TEAD-Gal4/YAP UAS-luciferase luminescence | inhibition, % at 9.12 µM | 640,000 tested, 1.4% active; in the data active = inhibition above about 32%;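 also: 0% = median of test compound wells and 100% = reference inhibitor wells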
FBW7 act: human FBW7 E3 ligase activation, primary screen. normalized activity (activation), % at 26.1 µM. AlphaScreen FBW7–phospho-cyclin E peptide binding, activator screen. 650,000 tested, 0.13% active; in the data active = normalized activity above about 1.9%;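 also: purified mutant Fbw7 with reduced substrate affinity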
GPR151 ag: activators of human GPR151; PathHunter beta-arrestin GPR151 cells, luminescence; Q8TDV0; 650,000 tested, 1% active; activation, % at 11.2 µM; in the data active = activation above about 4.9%;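 also: 0% = median of compound wells and 100% = cells with positive control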
Target sequence (Q8TDV0 whole entry, looked up): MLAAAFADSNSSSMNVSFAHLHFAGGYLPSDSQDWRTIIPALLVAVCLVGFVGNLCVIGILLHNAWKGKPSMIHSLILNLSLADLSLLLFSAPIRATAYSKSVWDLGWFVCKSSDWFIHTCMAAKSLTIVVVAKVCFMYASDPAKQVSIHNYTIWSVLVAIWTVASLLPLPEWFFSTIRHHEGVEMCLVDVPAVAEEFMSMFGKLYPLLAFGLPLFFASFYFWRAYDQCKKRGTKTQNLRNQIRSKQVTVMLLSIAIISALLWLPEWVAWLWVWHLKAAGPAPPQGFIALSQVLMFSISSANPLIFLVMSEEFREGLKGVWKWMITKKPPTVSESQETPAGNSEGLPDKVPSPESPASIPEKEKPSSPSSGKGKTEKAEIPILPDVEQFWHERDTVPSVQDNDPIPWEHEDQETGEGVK
MITF primary: blocks human microphthalmia-associated transcription factor. O75030. AlphaScreen MITF homodimerization, bead proximity signal. inhibition, % at 2.6 µM. 650,000 tested, 0.91% active. AID 1259374; in the data active = inhibition above about 50%;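 also: 0% = vehicle wells with protein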
Target sequence (O75030 whole entry, looked up): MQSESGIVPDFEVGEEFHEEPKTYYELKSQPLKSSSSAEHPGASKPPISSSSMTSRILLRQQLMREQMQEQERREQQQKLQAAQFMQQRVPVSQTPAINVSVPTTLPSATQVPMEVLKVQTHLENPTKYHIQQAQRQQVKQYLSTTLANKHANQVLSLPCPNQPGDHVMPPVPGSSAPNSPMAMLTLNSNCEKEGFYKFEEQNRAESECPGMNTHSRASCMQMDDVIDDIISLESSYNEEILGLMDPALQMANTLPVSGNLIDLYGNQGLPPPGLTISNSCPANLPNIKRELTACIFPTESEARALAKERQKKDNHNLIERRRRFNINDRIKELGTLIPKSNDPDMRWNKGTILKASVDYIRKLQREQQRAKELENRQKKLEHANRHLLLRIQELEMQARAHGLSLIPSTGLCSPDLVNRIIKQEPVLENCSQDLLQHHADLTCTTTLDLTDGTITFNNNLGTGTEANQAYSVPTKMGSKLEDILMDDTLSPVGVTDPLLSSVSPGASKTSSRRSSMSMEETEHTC
* = called active by the depositor.

Results follow in this order: TEAD-YAP inh, FBW7 act, GPR151 ag, MITF primary
O=C(c1nn(C23CC4CC(CC(C4)C2)C3)cc1[N+](=O)[O-])N1CCN(c2ccccc2)CC1
  7.2, 0.7, -0.3, 19.0
CCc1ccccc1NC(=O)CSC1=C(C#N)C(c2ccccc2Cl)C(C(=O)OC)=C(C)N1 (stereo not given)
  -0.4, 0.0, 0.7, -2.2
O=S(=O)(NCc1ccccc1)c1ccc(S(=O)(=O)n2cnc3ccccc32)cc1
  7.2, 0.1, 0.3, -3.1
COCCNC(=O)c1ccc2c(Cl)c3c(nc2c1)CCC3
  -38.8, 0.0, -2.4, -3.2
Cn1c(/C=C2/C(=O)N(Cc3ccccc3)c3ccccc32)nc2ccccc2c1=O
  -3.8, -0.1, -0.9, -4.9
CN(C)c1ccc(/C=C/c2ccncc2)cc1
  -52.6, 0.1, 0.1, 14.2
COC(=O)c1c(C)oc2ccc(NS(=O)(=O)c3ccc(F)cc3C)cc12
  18.4, 0.0, 0.2, 17.9
Cc1cc(C(=O)CCl)c(C)n1CC1COc2ccccc2O1 (stereo not given)
  16.3, -0.2, 1.6, 1.0
Oc1c(I)cc2oc3c(c2c1CNc1ccc(Br)cc1)CCCC3
  -7.1, -0.1, 0.3, 2.7
Cc1cc2nccc(C3CCCN(C(=O)Cc4ccc(F)cc4)C3)n2n1 (stereo not given)
  -9.1, 0.1, -0.3, 2.7
CCOC(=O)c1sc2nc(SCc3c(F)cccc3Cl)n(CCc3ccc(OC)c(OC)c3)c(=O)c2c1C
  -3.1, 0.1, 0.5, -22.9
COCCNC(=O)c1oc2ccc3c(c2c1C)C(=O)CC1(CCCCC1)O3
  -0.2, -0.1, 0.0, -2.8
COc1cc(/C=C2\SC(=N)N(c3ccc(Br)cc3)C2=O)cc(Br)c1OCC(=O)O
  -1.2, 0.1, 0.2, 23.8
Fc1cccc(Cl)c1Cc1noc(C(c2ccccc2)C2CCCC2)n1 (stereo not given)
  8.2, 0.0, 1.0, -4.7
OCC1(CCOc2ccccc2)CCN(Cc2cccnc2)CC1
  5.3, 0.2, -0.5, 16.1
CCOc1ccccc1OCCCNCc1ccccc1
  6.0, 0.0, 0.0, 12.6
COc1ccccc1-n1c(SCC(=O)N2CCCCCC2)nnc1-c1ccncc1
  -0.4, 0.0, 0.8, -0.4
O=C(COc1ccc2ccccc2c1)Nc1c2c(nn1-c1ccc(F)cc1)CS(=O)C2 (stereo not given)
  -0.3, 0.0, -1.0, 12.0
CCOC(=O)C1=C(C)NC(C)=C(C(=O)OCC)C1c1cn(-c2ccccc2)nc1-c1ccc(OC)cc1
  -12.4, 0.0, 2.9, -24.0
COc1ccc(CN(C)Cn2nc(-c3ccco3)oc2=S)cc1
  0.4, -0.2, -1.5, -7.9

Part of the list above in order of heavy-atom count, high to low.
Results follow in this order: TEAD-YAP inh, FBW7 act, GPR151 ag, MITF primary
CCc1ccccc1NC(=O)CSC1=C(C#N)C(c2ccccc2Cl)C(C(=O)OC)=C(C)N1 (stereo not given)
  -0.4, 0.0, 0.7, -2.2
O=C(c1nn(C23CC4CC(CC(C4)C2)C3)cc1[N+](=O)[O-])N1CCN(c2ccccc2)CC1
  7.2, 0.7, -0.3, 19.0
O=C(COc1ccc2ccccc2c1)Nc1c2c(nn1-c1ccc(F)cc1)CS(=O)C2 (stereo not given)
  -0.3, 0.0, -1.0, 12.0
COCCNC(=O)c1oc2ccc3c(c2c1C)C(=O)CC1(CCCCC1)O3
  -0.2, -0.1, 0.0, -2.8
COCCNC(=O)c1ccc2c(Cl)c3c(nc2c1)CCC3
  -38.8, 0.0, -2.4, -3.2

Remaining list, next part:
Results follow in this order: TEAD-YAP inh, FBW7 act, GPR151 ag, MITF primary
CC(C)(C)NC(=O)/C(=C\C=C\c1ccccc1)NC(=O)c1ccc([N+](=O)[O-])cc1
  1.0, -0.1, 1.0, -2.3
Fc1ccccc1N1CCN(C2CCN(CC3CC4C=CC3C4)CC2)CC1 (stereo not given)
  5.6, 0.1, -0.7, 39.0
CC(C)CCOc1ccc(-c2nn(-c3ccccc3)cc2/C=c2\sc3nc(-c4cccnc4)nn3c2=O)cc1
  6.8, 0.1, -1.2, 11.6
O=C(NCCc1ccccc1)NCc1nnnn1-c1ccc(F)cc1
  -0.1, 0.2, -0.3, 10.4
C=CCOc1ccc2ccccc2c1/C=N/NS(=O)(=O)c1ccccc1
  7.7, 0.2, 0.2, 9.3
COc1ccccc1-n1c(SCc2ccc(Cl)cc2)nc2c(sc(=S)n2CCc2ccccc2)c1=O
  -7.8, -0.1, 0.6, -1.6
COc1cc(-c2cc3nccc(C4CCNCC4)n3n2)cc(OC)c1OC
  4.5, -0.1, 1.0, 15.9
CCOC(=O)c1ccc(NC(=O)C2CCN(C(=O)N3CCOc4ccccc43)CC2)cc1
  6.9, -0.1, -3.3, -6.5
C/C(CC(=O)Nc1ccc(OCc2ccccc2)cc1)=N\NC(=O)c1cccnc1
  -20.5, 0.7, -0.5, -9.2
O=C(Cn1nnc(-c2ccccc2Cl)n1)N/N=C/c1cc2c(cc1Cl)OCO2
  -4.5, 0.0, 1.8, 12.1
CCc1ccc(C2=NN(CCC(=O)NCCc3ccccc3)C(=O)CC2)cc1
  4.8, 0.0, 0.2, 2.1
CCOc1ccc(NC(=O)C(=S)N2CCCCC2)cc1
  -4.5, 0.0, 0.4, 19.2
Cn1cccc1/C=C1\N=C(c2ccccc2)OC1=O
  -4.3, -0.1, 0.6, 12.2
CCC(=O)Nc1nc(-c2cc3ccccc3oc2=O)cs1
  -3.8, 0.0, 2.8, 0.9
CCN1C(=O)C(C)(C)COc2ccc(NC(=O)Nc3cc(OC)c(OC)c(OC)c3)cc21
  -8.8, 0.1, -1.5, 11.2
CC1CC(C)CN(C(=O)c2ccc3c(=O)n(CCCN4CCCC4=O)c(=S)[nH]c3c2)C1 (stereo not given)
  30.2, 0.1, 2.6, 24.6
O=C1c2cccc3cccc(c23)C(=O)N1CCCN(C(=O)c1cccc([N+](=O)[O-])c1)c1ccc(Oc2ccccc2)cc1
  2.8, 0.1, -0.3, 12.9
COc1cccc(/C=N/Nc2ccc([N+](=O)[O-])cc2)c1O
  -48.8, 1.1, -1.7, 9.7
C=C1C(=O)OC23C1CCC(C)C2CCC1(C)OC13 (stereo not given)
  61.4*, 0.3, 1.2, -6.0
COc1ccc(C(=O)NN/C(C)=C/C(=O)C(F)(F)C(F)(F)C(F)(F)F)cc1
  -17.0, 0.1, 2.9, 12.8

Among those listed so far, these have an aryl thioether with sulfur outside any ring:
Results follow in this order: TEAD-YAP inh, FBW7 act, GPR151 ag, MITF primary
CCOC(=O)c1sc2nc(SCc3c(F)cccc3Cl)n(CCc3ccc(OC)c(OC)c3)c(=O)c2c1C
  -3.1, 0.1, 0.5, -22.9
COc1ccccc1-n1c(SCC(=O)N2CCCCCC2)nnc1-c1ccncc1
  -0.4, 0.0, 0.8, -0.4
COc1ccccc1-n1c(SCc2ccc(Cl)cc2)nc2c(sc(=S)n2CCc2ccccc2)c1=O
  -7.8, -0.1, 0.6, -1.6

Following part:
Results follow in this order: TEAD-YAP inh, FBW7 act, GPR151 ag, MITF primary
Cc1cccc(C(=O)Nc2ccc(C)cc2Br)c1
  -47.4, 0.3, -2.0, 11.5
CC(=O)NC(Cc1cccc(C)c1)C(=O)NC1CCN(C(=O)c2ccccc2)CC1 (stereo not given)
  0.1, 0.1, 0.7, -0.8
COC(=O)/C(C(C)=O)=C(\C=C\N(C)C)N(C)C
  -1.2, 1.0, -1.3, 8.9
O=C(O)Cc1csc(-c2ccsc2)n1
  6.8, 0.3, 0.0, 12.3
COc1ccc(C(=O)Nc2cccc(C(=O)OCc3ccc(C(C)=O)cc3)c2)cc1
  -20.8, -0.1, -3.1, -3.8
Cc1ccc(OCCC(=O)OCC(=O)C(C)(C)C)cc1
  6.2, 0.1, 0.4, -0.1
CC1C=CCC2C(=O)N(c3ccc4c(c3)CCC4)C(=O)C12 (stereo not given)
  -0.3, -0.1, -1.1, -0.2
O=C(Cn1cnc2c(nnn2-c2ccc(F)cc2)c1=O)NCC1CCCO1 (stereo not given)
  2.0, -0.1, 1.9, 13.6
COc1cccc(CN2CCN(CC3CCCCC3)CC2CCO)c1 (stereo not given)
  5.7, -0.1, -1.1, 0.4
Cc1cc2c(cc1S(=O)(=O)C(C)CC(=O)NC1CCCc3ccccc31)OCC(=O)N2 (stereo not given)
  -3.0, -0.1, -0.2, 5.5
COc1ccc(Nc2c3c(nc4ncnn24)CCC3)cc1OC
  0.6, 0.7, -0.2, 8.3
NC(CC(=O)O)c1cccc(Oc2ccccc2)c1 (stereo not given)
  2.5, 0.1, -0.2, -0.1
Cc1nc(CCNC(=O)CN2Cc3ccccc3OC(c3ccsc3)C2)n[nH]1 (stereo not given)
  -5.8, -0.1, 0.6, -7.0
COC(=O)c1cc(C)sc1NC(=O)C1(C)CC1(Br)Br (stereo not given)
  -5.2, 0.6, 0.0, 17.4
Cc1ccc(C)c(C(=O)Cn2cc(C(F)(F)F)cc(Cl)c2=O)c1
  -1.5, 0.1, 0.3, 3.6
c1ccc2c(c1)nc1n2C2(N3CCOCC3)CCCCC2C1N1CCOCC1 (stereo not given)
  -20.9, 0.1, -0.1, 0.1
CSc1nc(-c2ccc(Cl)cc2)cn1CCc1ccccc1
  -0.5, -0.1, 0.5, -3.9
COc1ccc(C(CC(=O)O)NC(=O)c2ccc(OC)c(OC)c2)cc1 (stereo not given)
  4.7, 0.6, -0.8, 5.9
N#Cc1cc([N+](=O)[O-])ccc1NC(=O)COC(=O)c1c2c(nc3ccccc13)CCCC2
  10.2, 0.0, -1.1, -0.2
O=C(CN1C(=O)C2(SCC(=O)N2c2ccc(Cl)cc2)c2ccccc21)NC1CCCC1 (stereo not given)
  3.3, -0.1, 0.7, -3.9
Cc1sc(NC(=O)CN(Cc2ccccc2)C(=O)C(C)C)c(C(N)=O)c1C
  5.7, -0.1, -0.2, 15.8
COc1ccc(NC(=O)CCN2CCCCC2)c(OC)c1
  4.7, -0.1, 0.2, 13.4
O=C1CC(c2ccccc2)CC2=C1C(c1ccc(O)cc1)Nc1ccccc1N2 (stereo not given)
  -10.0, -0.1, 3.0, 1.9
O=C1OC(Nc2nc(-c3cccc(Br)c3)cs2)c2ccccc21 (stereo not given)
  -23.0, -0.1, 3.3, 5.6
Cc1nccc([N+](=O)[O-])c1CS(=O)(=O)c1ccccc1
  16.1, 0.1, 0.0, 19.2
OCCC1CN(Cc2ccc(-c3ccco3)cc2)CCN1Cc1cccs1 (stereo not given)
  -12.2, -0.3, 1.0, -5.0
O=[N+]([O-])c1cccc(NCc2cccs2)c1
  8.1, 0.0, 4.7, 1.4
CCN(CC)CCCn1c(=S)[nH]c2cc(C(=O)OC)ccc2c1=O
  -1.6, 0.6, -0.8, -2.7
Cc1cc(N/N=C/c2cccnc2)nc(-c2ccccc2O)n1
  10.1, 0.4, -0.4, 9.4
CCN(CC)S(=O)(=O)c1cc(C)ccc1OC
  5.3, -0.1, 2.2, -6.5
Cc1ccc(C)c(S(=O)(=O)/N=C(\N)c2ccccc2)c1
  10.2, -0.1, 1.8, 6.2
Cc1ccc2c(c1)c(=O)c(S(=O)(=O)c1ccccc1)cn2CC(=O)Nc1ccccc1
  -7.1, -0.2, -0.3, -12.5
O=C(N/N=C/c1ccc2c(c1)OCO2)C1C2CCCCC21 (stereo not given)
  -19.0, 0.7, -2.1, 4.8
CN(C)Cc1c(C(=O)N/N=C/C2CC=CCC2)nnn1-c1nonc1N (stereo not given)
  -6.2, -0.2, 1.4, -6.1
COc1ccc(CCNC(=O)C2CCN(c3ccc(Nc4cccc(N(C)C)c4)nn3)CC2)cc1
  -5.0, -0.1, 2.0, 5.8
CCOC(=O)C1=C(c2ccccc2)Nc2[nH]c(=O)[nH]c(=O)c2C1c1ccsc1 (stereo not given)
  5.6, -0.3, -1.3, 1.3
O=C(Nc1cc(Cl)c(Cl)cc1Cl)c1cccnc1Oc1ccc(Cl)cc1
  7.2, 0.1, -0.7, 6.1
Nc1c(C(=O)NCCc2ccccc2)sc(=S)n1C1CCCCC1
  -13.3, -0.1, 4.3, 9.6
CCOc1ccccc1/C=N/Nc1nc(C)cc(=O)[nH]1
  2.2, 0.2, -2.2, 8.2
CCN(CC)C(=S)Nc1ccc2nc(N3CCN(C)CC3)cc(C)c2c1
  4.7, -0.1, 0.8, 0.0
COc1ccc(C(=O)N/C(=C\c2ccccc2)C(=O)Nc2cccc(C(=O)O)c2)cc1
  0.6, 0.0, 1.0, -19.5
CS(=O)(=O)N1CCCCC1C(=O)N(Cc1ccccn1)c1nc2ccccc2s1 (stereo not given)
  -15.3, -0.2, -0.6, -2.4
O=C(CNc1ccccc1)N/N=C/c1ccc(Cl)cc1Cl
  2.4, 0.5, -0.1, 22.5
COc1ccc(C(=O)N/C(=C/c2ccc([N+](=O)[O-])cc2)C(=O)Nc2ccccc2Br)c(Cl)c1
  -2.4, 0.0, 3.9, 5.0
CCCCn1c(CNC(=O)Cc2ccccc2)nnc1SCC(=O)Nc1sc(C(=O)OCC)c(C)c1C(=O)OCC
  -7.8, -0.1, 2.4, 4.4
Nc1nc(NC2CC2)cc(N2CCc3ccccc3C2)n1
  -42.0, 0.2, -2.3, 25.2
COc1cccc2c1OC1(C)C(C(=O)Nc3ccc(C)cc3C)C2NC(=S)N1c1cccc(C)c1 (stereo not given)
  19.1, -0.1, 0.9, 38.9
CC(=O)c1ccc(OCCCC(=O)NCc2ccc(Cl)cc2)cc1
  8.8, -0.1, -0.5, -9.1
FC(F)(F)c1ccc(-c2cnnc(N3CCCCCC3)n2)cc1
  6.8, -0.1, -0.4, 2.4
Cc1ccc(/C=N/NC(=O)c2c(C)nc3ccc(Cl)cn23)cc1
  9.5, -0.1, 0.1, 6.7
CC(C)(C)c1ccc(C2=N/C(=C\c3cc4c(cc3Cl)OCO4)C(=O)O2)cc1
  -1.4, -0.1, 1.0, 6.5
Cn1c(SCC(=O)c2cccc(Br)c2)nnc1-c1ccccn1
  -1.9, -0.1, 4.9*, -2.0

Screens from PubChem.
